M5 ag: agonists of human muscarinic M5 receptor (CHRM5). P08912. CHO-K1 hM5 cells, Fluo-8 calcium fluorescence; 0% DMSO wells, 100% maximal acetylcholine response. activation, % at 3 µM. hit rate 0.19% among 360,000;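 active = activation above the run's mean over test compounds plus 3 SD, cut at about 23% in these data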;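 note: signal is peak over basal fluorescence ratio across the kinetic read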
Target sequence (P08912 whole entry, looked up): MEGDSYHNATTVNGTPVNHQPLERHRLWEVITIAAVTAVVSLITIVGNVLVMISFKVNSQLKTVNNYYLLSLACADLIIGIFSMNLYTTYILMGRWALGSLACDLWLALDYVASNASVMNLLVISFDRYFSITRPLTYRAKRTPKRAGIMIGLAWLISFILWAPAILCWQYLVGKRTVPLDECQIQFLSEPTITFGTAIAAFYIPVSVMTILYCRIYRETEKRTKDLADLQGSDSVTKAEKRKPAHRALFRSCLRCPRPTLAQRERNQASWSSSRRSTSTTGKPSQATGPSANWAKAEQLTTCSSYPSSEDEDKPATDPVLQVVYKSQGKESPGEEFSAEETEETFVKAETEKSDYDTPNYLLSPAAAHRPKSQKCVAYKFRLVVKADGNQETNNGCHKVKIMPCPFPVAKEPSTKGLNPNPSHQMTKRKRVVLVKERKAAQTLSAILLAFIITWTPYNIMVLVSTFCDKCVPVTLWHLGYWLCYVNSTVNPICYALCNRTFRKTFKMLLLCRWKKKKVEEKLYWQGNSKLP
CRFR2-BP antag: CRF-BP/CRF-R2 complex antagonism; inhibition, % at 11.8 µM; hit rate 0.59% among 350,000; HEK293 CRF-R2/CRF-BP, CRF-induced calcium fluorescence;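 active = inhibition of the ligand-induced calcium signal above about 50% at the single tested concentration, limit read from the data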
CHRM4 antagonist: CHRM4 antagonism in calcium assay | P08173 | CHO-hM4 cells, ACh EC80, Fluo-8 calcium fluorescence | inhibition, % at 3 µM | hit rate 0.73% among 360,000 | AID 624125;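 active = inhibition above its plate's cutoff, the mean inhibition of sample wells plus 3 SD, cut at about 27% in these data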;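 note: 0% = acetylcholine EC80 with DMSO and 100% = DMSO without agonist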
CHRM5 antagonist: CHRM5 antagonism in calcium assay; inhibition, % at 3 µM; CHO-hM5 cells, Fluo-8 calcium fluorescence, ACh EC80; hit rate 0.59% among 360,000; P08912;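 active = inhibition above a per-plate cutoff, the mean of that plate's test compounds plus 3 SD, cut at about 27% in these data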;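 note: 0% = acetylcholine EC80 with DMSO and 100% = DMSO without agonist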
CHRM5 PAM: positive allosteric modulators of human muscarinic M5 receptor. P08912. CHO-K1 hM5, Fluo-8 calcium, ACh EC20 PAM; 0% = ACh EC20, 100% = ACh EC100. activation, % at 3 µM. hit rate 0.3% among 360,000. AID 624038;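 active = activation above the run cutoff, the mean activation of all test compounds plus 3 SD, cut at about 18% in these data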
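Replicates: One well per compound, no replicates | System: Human M5 receptor in CHO-K1 cells | Benchmarks: Low control EC20 acetylcholine (0%), high control EC100 acetylcholine (100%) | Probe or stimulus: Acetylcholine, EC20 level | Times: Fluo-8 loading 80 min at 37 °C plus 30 min room temperature | Signal: Intracellular calcium via Fluo-8 fluorescence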
CRFBP-R2 agonist: CRF-BP/CRF-R2 complex agonism; HEK293 CRF-R2/CRF-BP, calcium dye fluorescence (FLIPR); percent of saturating CRF peptide response; activation, % at 13.2 µM; hit rate 0.46% among 350,000; AID 588473;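 active = activation of at least 50%, plus an integration ratio under a set limit after plate pattern correction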;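 note: plate controls were neutral control wells without compound for no effect and CRF at EC100 for full effect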
M4 PAM: positive allosteric modulators of human muscarinic M4 receptor; CHO-K1 hM4/Gqi5, Fluo-8 calcium fluorescence, ACh EC20; 0% = ACh EC20, 100% = maximal ACh; activation, % at 3 µM; hit rate 0.4% among 360,000;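 active = activation above its plate's cutoff, the mean activation of sample wells plus 3 SD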; note: some results filed as inactive read as strong as hits
CHRM4 agonist: agonists of human muscarinic M4 receptor (CHRM4); P08173; CHO-K1 hM4/Gqi5, Fluo-8 calcium fluorescence; vehicle 0%, full acetylcholine response 100%; activation, % at 3 µM; hit rate 0.14% among 360,000; AID 624127;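 active = activation above the run mean over all test wells plus 3 SD, cut at about 32% in these data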;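 note: peak over basal fluorescence ratio per well then scaled between controls; 0% = DMSO wells and 100% = acetylcholine at EC100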
M1 PAM: potentiates human M1 receptor response to acetylcholine; activation, % at 3 µM; CHO-K1 hM1, Fluo-8 calcium fluorescence, ACh EC20; 0% = ACh EC20, 100% = maximal ACh; AID 588819; hit rate 0.088% among 360,000; in the data active = activation above about 19%, passing the limit was not always enough
Target sequence (P11229 whole entry, looked up): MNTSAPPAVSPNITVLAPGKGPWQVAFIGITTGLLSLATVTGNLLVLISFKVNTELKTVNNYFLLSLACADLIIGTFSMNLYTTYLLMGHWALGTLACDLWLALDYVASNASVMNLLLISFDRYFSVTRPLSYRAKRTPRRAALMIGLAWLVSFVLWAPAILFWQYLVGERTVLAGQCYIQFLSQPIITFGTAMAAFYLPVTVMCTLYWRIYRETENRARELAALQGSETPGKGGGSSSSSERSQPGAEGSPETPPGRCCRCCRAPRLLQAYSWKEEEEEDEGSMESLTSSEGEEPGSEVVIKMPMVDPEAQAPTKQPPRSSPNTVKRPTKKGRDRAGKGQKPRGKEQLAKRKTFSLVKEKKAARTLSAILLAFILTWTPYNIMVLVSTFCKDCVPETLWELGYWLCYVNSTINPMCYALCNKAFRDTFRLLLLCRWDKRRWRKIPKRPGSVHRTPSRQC
Active calls of the source: *; . = no result given.

M5 ag	CRFR2-BP antag	CHRM4 antagonist	CHRM5 antagonist	CHRM5 PAM	CRFBP-R2 agonist	M4 PAM	CHRM4 agonist	M1 PAM	molecule
0.8	-7.7	-8.7	2.6	4.6	0.3	-0.6	4.9	3.5	O=C(Nc1cccc(C(=O)N2CCCc3ccccc32)c1)c1ccccc1
-5.5	16.8	1.0	3.2	-5.5	-1.3	-2.3	1.4	-4.7	Cc1ccc(NC(=O)CSc2nnc(CNC(=O)c3c(F)cccc3Cl)o2)cc1
-3.1	5.7	-3.9	-3.5	3.3	2.1	3.5	3.8	2.3	CCN(CC(=O)NCc1cccs1)S(=O)(=O)c1ccc(C(C)C)cc1
2.4	-5.2	13.8	-0.4	-5.9	1.7	-5.8	15.7	-0.3	COc1ccc2c(c1)C(C)=CC(C)(C)N2S(=O)(=O)c1ccc(NC(C)=O)cc1
-2.0	11.2	-7.3	3.4	4.2	0.4	5.7	1.4	14.3	Cc1ccc(CS(=O)(=O)c2nc3c(c(N(C)C)n2)CCCC3)cc1
-0.4	0.7	-3.1	-1.9	-1.3	6.2	0.4	0.3	2.3	Cc1ccnc(NS(=O)(=O)c2ccc(NC(=O)c3ccc(C)o3)cc2)n1
-1.8	13.3	-1.9	-3.2	-8.2	1.4	-2.0	0.2	2.6	CC1(C)CC(=O)C2=C(C1)NC(=O)CC2c1cccc(F)c1 (configuration not stated)
0.7	-4.7	4.4	-7.6	17.2	-0.4	-3.4	2.5	10.6	CC1(C)CC(=O)C=C(C(=O)N2CCCC(C(=O)c3cccc(C(F)(F)F)c3)C2)O1 (configuration not stated)
0.0	15.9	-4.8	-5.7	5.9	-0.7	0.7	0.8	1.3	COc1cccc(NC(=S)Nc2cccc3ccccc23)c1
-7.1	-10.5	11.6	1.4	-7.9	-0.2	-22.3	3.1	-1.9	Cc1nn(CC(=O)Nc2ccc(C(C)C)cc2)c(C)c1[N+](=O)[O-]
0.9	2.9	-9.3	-2.5	0.7	0.5	14.2	1.4	6.3	Cc1cccc([N+](=O)[O-])c1NC(=O)COC(=O)C1CCCO1 (configuration not stated)
3.3	16.7	11.1	-2.7	2.8	0.9	8.5	3.5	7.8	O=C(Nc1ccccc1)/C(=C\c1cccs1)NC(=O)c1ccccc1
-8.9	-22.1	15.1	9.0	-15.3	0.8	-18.2	6.0	-32.8	COc1ccc(C(=O)C2CCCN(Cc3ccc(C#CCCO)cc3)C2)cc1F (configuration not stated)
-7.4	18.1	-3.8	8.3	2.6	-0.7	-9.1	0.6	-4.5	COc1ccc(Br)cc1C(=O)NC(=S)Nc1c(C)n(C)n(-c2ccccc2)c1=O
0.6	-2.6	-4.3	1.3	-1.9	9.3	6.4	-0.2	4.0	O=C(COC(=O)c1cc(C(F)(F)F)cc(C(F)(F)F)c1)NCc1ccc(Cl)cc1

Some values from the list:
CHRM4 agonist with CC1(C)CC(=O)C2=C(C1)NC(=O)CC2c1cccc(F)c1 (configuration not stated) reads 0.2
CHRM5 PAM with CCN(CC(=O)NCc1cccs1)S(=O)(=O)c1ccc(C(C)C)cc1 reads 3.3

Other results
M5 ag	CRFR2-BP antag	CHRM4 antagonist	CHRM5 antagonist	CHRM5 PAM	CRFBP-R2 agonist	M4 PAM	CHRM4 agonist	M1 PAM	molecule
0.1	-0.3	5.9	8.9	-13.5	2.3	-28.0	14.2	2.7	COc1c(F)c(F)c(C(=O)Nc2ccc(-c3nc4ccccc4[nH]3)cc2)c(F)c1F
-2.2	16.3	-0.3	-9.8	6.3	-2.7	-1.9	1.4	8.7	COc1cccc(/C=C2\CCc3ccccc3C2=O)c1
-0.1	-20.6	-6.3	-5.7	-3.5	4.8	-2.1	0.2	-2.2	O=C1C=CC(=O)N1c1ccc(-c2nc3ccccc3o2)cc1
0.4	-11.6	7.7	7.6	4.8	-1.0	2.5	0.8	2.7	COc1ccc(C(=O)NCC(=O)Nc2cccc(S(=O)(=O)N3CCCC3)c2)cc1
-2.3	8.4	9.5	-1.5	-4.6	-0.7	-10.0	0.3	2.9	COc1ccc(Nc2nc(CC(C)=O)ns2)cc1
1.4	-8.8	4.0	5.2	-5.0	-1.3	-9.3	0.4	-10.2	CC1CCN(C(=O)CSc2nnc(Cc3cccn3C)n2-c2ccc(F)cc2)CC1
-3.1	-14.5	4.3	-2.3	-1.4	3.3	1.9	-0.2	-3.7	CC/C(=N/Nc1ccc(Cl)cc1)c1cnnc(SC)n1
-10.6	1.1	-25.3	-7.9	-0.6	0.0	5.2	1.5	0.8	CCN(CC)CCn1cnc2c1c(=O)[nH]c(=O)n2Cc1ccccc1
1.2	38.2	4.0	5.1	-3.9	0.2	9.0	-0.6	5.0	O=C(CCn1nnc2ccccc2c1=O)NCC1CCC(C(=O)O)CC1 (configuration not stated)
-3.7	-22.7	0.8	6.6	-6.0	0.7	3.1	0.5	-3.1	CSCCC(C(=O)NC1=NCCS1)N1C(=O)c2ccccc2C1=O (configuration not stated)
3.9	8.2	-11.7	1.6	-0.4	-2.3	10.4	3.0	3.7	COc1cccc(NC(=O)CN(c2cccc(OC)c2)S(C)(=O)=O)c1
-6.8	-13.0	4.8	1.2	2.5	-1.4	-0.5	0.1	10.7	S=c1[nH]nc(Cc2cccs2)n1-c1cccc2ccccc12
-5.3	-3.5	2.2	12.6	-10.1	0.4	-6.9	4.4	-3.1	Cc1cc(C)n(-c2nc3ccccc3nc2N2CCN(C(=O)c3ccc(Cl)cc3)CC2)n1
1.9	3.5	2.8	4.9	-0.7	-4.7	-2.3	0.2	1.6	CC1CN(C(=O)c2ccccc2NS(=O)(=O)c2ccc(Cl)cc2)CC(C)O1 (configuration not stated)
-2.6	5.7	-1.2	6.1	-4.1	-0.6	-7.1	-1.0	2.9	O=[N+]([O-])c1cc(-c2n(-c3ccccn3)c3ccccc3[n+]2-c2ccccn2)ccc1Cl

M5 ag	CRFR2-BP antag	CHRM4 antagonist	CHRM5 antagonist	CHRM5 PAM	CRFBP-R2 agonist	M4 PAM	CHRM4 agonist	M1 PAM	molecule
-1.4	8.1	10.4	21.6	-4.4	0.5	-4.2	1.1	3.5	COc1ccc(-n2nc(C(=O)NCC(=O)N3CCN(c4ccc(F)cc4)CC3)c3ccccc3c2=O)c(OC)c1
1.7	-16.6	7.0	6.2	2.7	0.4	3.4	0.3	17.7	Cc1nn(CC(=O)NCc2cccnc2)c(C)c1[N+](=O)[O-]
-5.3	-1.7	-9.1	1.8	-12.8	1.4	-2.9	3.2	-3.1	COc1ccc(OC)c(COC(=O)c2cc([N+](=O)[O-])ccc2N2CCOCC2)c1
6.7	7.2	-4.2	4.9	0.4	-2.0	0.7	7.3	-1.2	Cn1nc(C(=O)OCc2ccc(F)cc2)c2ccccc2c1=O
2.4	-2.5	-6.0	-7.5	10.5	-1.8	4.7	0.3	12.9	Cc1cc(NC(=O)c2ccccc2F)on1
-4.8	-0.9	-13.7	-2.3	0.6	-1.5	1.0	2.0	7.1	COC(=O)/C(C#N)=C/c1c(N2CCCCCC2)nc2ccccn2c1=O
0.2	2.4	2.1	8.2	-6.8	0.9	-2.1	0.7	3.4	O=C(N/N=C/c1cccs1)c1cccc(S(=O)(=O)Nc2ccc(Cl)cc2)c1
3.9	-21.1	-2.9	6.7	-10.5	0.3	-7.7	13.5	-2.1	CCCn1c(C2CC(=O)N(c3cc(OC)ccc3OC)C2)nc2ccccc21 (configuration not stated)
-1.2	-3.3	0.5	1.5	-2.6	-0.5	1.9	-0.7	0.3	COc1ccc(NC(=O)CN2CCC(C)CC2)cc1
0.4	-15.2	4.4	13.7	-9.8	-2.2	-1.1	2.9	7.7	Cc1ccc(-c2csc(N=C(N)N)n2)c(C)c1
-7.3	-18.9	-9.2	3.5	-2.4	-3.2	10.1	1.0	3.0	CCN(C(=O)COC(=O)c1ccc(Cl)cc1N)C1CCCCC1
3.2	-18.5	9.6	5.7	2.9	0.1	0.7	1.4	8.3	Oc1ccc(/C=N/N2CCN(C3c4ccccc4-c4ccccc43)CC2)cc1O
-5.6	-0.1	-6.5	13.0	-2.5	0.3	6.6	4.3	5.8	COc1ccc(C(=O)OCCc2ccc(O)cc2)cc1
0.4	-3.6	6.0	-9.1	11.9	0.1	7.1	2.4	7.0	C/C(=N\Nc1ccccc1C(=O)O)c1ccncc1
0.1	4.3	-1.7	-4.2	-0.9	0.1	15.0	2.2	12.1	O=C(CP(=O)(CO)CO)c1ccc(Cl)cc1

M5 ag	CRFR2-BP antag	CHRM4 antagonist	CHRM5 antagonist	CHRM5 PAM	CRFBP-R2 agonist	M4 PAM	CHRM4 agonist	M1 PAM	molecule
-4.2	-5.4	-12.0	-6.1	-2.2	-0.4	3.9	1.3	5.0	Cc1ccc(NC(=O)c2ccc3snnc3c2)cc1
-3.4	11.1	-1.2	9.2	4.5	1.4	1.4	-0.1	-0.9	CCCCC(=O)NNC(=S)NC(=O)CCC
-5.4	-2.9	8.9	17.4	3.2	-1.2	2.3	1.9	-7.3	COc1cc(CCCN2CCNC[C@H]2Cc2cccc3ccccc23)cc(OC)c1OC
3.8	-7.3	-9.8	-1.9	3.3	5.0	12.3	1.6	4.0	O=[N+]([O-])c1cc([N+](=O)[O-])c(Oc2cc(Cl)ccc2Cl)cc1NC1CCCCCCC1
-6.7	-19.2	-1.9	-3.4	2.8	0.7	-0.6	-1.6	3.2	COC(=O)[C@@H](NC(=O)N(C1CCCCC1)C1CCCCC1)C(C)C
1.5	.	2.1	-4.7	-1.5	.	6.3	0.9	-0.7	CCCS(=O)(=O)NC(=O)C1(C)CCCN(C(=O)c2cc(F)ccc2C)C1 (configuration not stated)
-3.9	0.1	11.3	-7.8	6.9	-0.2	-4.6	-3.4	5.7	C=CCN(CC=C)C(=O)Nc1cc(Cl)ccc1OC
-2.8	-8.9	-1.6	8.6	-1.1	0.7	2.7	1.4	6.5	COc1ccccc1NS(=O)(=O)c1cc(NC(=O)/C=C/c2cccs2)ccc1N1CCOCC1
-2.9	-10.3	-1.9	1.6	3.5	1.2	-4.4	3.0	-5.8	Cc1cc(OCCOCCNC(C)C)cc(C)c1Cl
-4.3	-8.1	-9.0	1.7	5.9	0.0	1.6	2.0	3.5	C/C=C/c1ccc(OCc2cc(=O)n3cc(C)ccc3n2)c(OC)c1

Bioassay records from PubChem.
